Screens: PubChem, National Center for Advancing Translational Sciences (NCATS)
KCNH2 WT inh: qHTS for Inhibitors of KCHN2 3.1: Wildtype qHTS; activity change, % at 1.84 µM; hit rate 0.37% among 340,000; U2OS, BacMam KCNH2, thallium flux FluxOr; stronger effect = lower value; Voltage-gated inwardly rectifying potassium channel KCNH2 (Homo sapiens), Q12809;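 active = maximum activity change below -70%; inconclusive = maximum activity change between -70% and -50%; inactive = maximum activity change above -50%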; note: % is set by controls: 0 for no effect and ±100 for the full control effect
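U2OS cells were transduced with wild-type KCNH2 virus (2.03 x 10^8 / mL) for 4 h at room temperature, then cultured overnight at 37 C. Thallium flux was read with FluxOr dye. Rate constants were normalized to DMSO controls.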
TSHR antag: Antagonists of the Thyroid Stimulating Hormone Receptor: HTS campaign. Thyrotropin receptor (Homo sapiens), P16473. TSHR-expressing cells, TSH-stimulated cAMP HTRF, 2 h; stronger effect = lower value. activity change, negative = inhibition, % at 11.5 µM. hit rate 0.2% among 330,000. AID 504810, 2011;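 active = activity change below a set negative limit, meaning inhibition stronger than a set level, cut at about -70% in these data; inconclusive = activity change between two set negative limits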; note: % is set by controls: 0 for no effect and ±100 for the full control effect
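Inhibition of cAMP made by TSHR-expressing cells under TSH stimulation (4nM final, EC80; 2 h, 37 deg C) is quantified with a one-step lysis HTRF kit, anti-cAMP cryptate versus cAMP-d2.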
GALK inh: qHTS Assay for Inhibitors of Human Galactokinase (GALK); P51570; Purified GALK, Kinase-Glo residual ATP luminescence; Potency, µM (highest dose often 57.5 µM), inactives show at the top dose activity change, negative = inhibition, most hits filed as inhibitors; hit rate 0.007% among 270,000; AID 1868, 2009; note: potency is the fitted concentration of half-maximal effect; % is set by controls: 0 for no effect and ±100 for the full control effect
Target sequence (P51570 whole entry, looked up): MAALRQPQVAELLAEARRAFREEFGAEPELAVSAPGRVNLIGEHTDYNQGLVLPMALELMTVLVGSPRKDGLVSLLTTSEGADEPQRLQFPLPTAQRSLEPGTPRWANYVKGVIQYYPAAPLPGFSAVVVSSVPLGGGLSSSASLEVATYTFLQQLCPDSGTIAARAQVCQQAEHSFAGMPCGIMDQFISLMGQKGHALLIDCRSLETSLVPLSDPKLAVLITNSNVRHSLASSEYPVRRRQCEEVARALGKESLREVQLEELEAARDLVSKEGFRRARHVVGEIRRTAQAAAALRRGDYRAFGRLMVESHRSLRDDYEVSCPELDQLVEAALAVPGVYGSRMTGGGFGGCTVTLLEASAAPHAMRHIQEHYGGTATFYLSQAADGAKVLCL
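ATP-depletion format; final 35 uM ATP, 100 uM D-galactose, 5 nM enzyme; pH 8.0 HEPES/Mg2+ buffer; 60 min RT; luminescence read 10 min after detection reagent.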
Tb PFK inh: qHTS Assay to Find Inhibitors of T. brucei phosphofructokinase | T. brucei PFK, ADP-Glo luminescence | hit rate 0.17% among 330,000 | Potency, µM (titrated, usually from 57.5 µM), for inactives: at the top dose activity, negative = inhibition, actives largely listed as inhibitors | ATP-dependent 6-phosphofructokinase (Trypanosoma brucei brucei), O15648;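 note: potency is the fitted concentration of half-maximal effect; 0% = uninhibited 1x PFK enzyme wells and -100% = no-enzyme wells; nearly all actives have a fitted effect of over 60% in size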
Target sequence (O15648 whole entry, looked up): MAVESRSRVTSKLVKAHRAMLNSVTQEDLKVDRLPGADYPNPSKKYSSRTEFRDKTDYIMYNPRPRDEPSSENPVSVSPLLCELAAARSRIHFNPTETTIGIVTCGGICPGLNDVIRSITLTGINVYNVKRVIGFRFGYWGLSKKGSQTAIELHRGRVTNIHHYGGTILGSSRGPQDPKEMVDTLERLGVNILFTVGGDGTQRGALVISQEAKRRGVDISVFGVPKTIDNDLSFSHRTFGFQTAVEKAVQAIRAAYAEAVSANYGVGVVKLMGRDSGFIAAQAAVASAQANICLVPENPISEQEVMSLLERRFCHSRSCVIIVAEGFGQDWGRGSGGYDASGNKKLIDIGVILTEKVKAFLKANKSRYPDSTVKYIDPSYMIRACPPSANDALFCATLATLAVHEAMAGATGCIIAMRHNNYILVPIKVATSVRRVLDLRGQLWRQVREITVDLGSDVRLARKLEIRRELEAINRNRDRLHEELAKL
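Compounds were pin-transferred as a titration series up to 57 uM into substrate buffer (0.5 mM F6P, 0.1 mM ATP, pH 8.0), then 1.25 nM PFK was added and reactions ran 45 min before ADP-Glo detection.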
BCR signal inh: qHTS Assay to Find Inhibitors of Chronic Active B-Cell Receptor Signaling. Potency, µM (series often up to 46.1 µM), inactives show top-dose ratio change, negative = lower green/red ratio, actives largely listed as inhibitors. AID 493014, 2011. hit rate 0.05% among 340,000. ABC-DLBCL IkBa-CBG/CBR reporter, luminescence ratio, 4 h; active = well fitted inhibition curve with a large enough effect in the signal ratio, with a control signal flat, not every such curve was filed as active; inconclusive = small, poorly fitted or top-dose-only effect, or effect the other way, or a change in a side signal; the % refers to the signal ratio;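 note: potency is the fitted concentration of half-maximal effect; plate controls were basal doxycycline-induced cells for no effect and cells given 10 µM MG132 for full effect; MG132 reads +100%, hits lower the ratio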
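Cell line TMD8 (human ABC DLBCL), stably expressing tet-inducible CBG68-IkBa fusion and CBR; IMDM/0.5% FBS; cpd up to 46 uM; dox induction, 4 h, 37C/5% CO2; dual luminescence; green/red ratio; MG132 control.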
MLL CXXC-DNA inh: qHTS Fluorescence Polarization Assay for Inhibitors of MLL CXXC domain - DNA interaction. Potency, µM (top dose mostly 115 µM), for inactives: top-dose activity change, negative = inhibition, usual class: inhibitors. hit rate 0.037% among 290,000. MLL-CXXC / FITC-HOXA9 DNA fluorescence polarization. AID 2662, 2010; active = well fitted inhibition curve with a large enough effect in the polarisation, with a control signal flat, not every such curve was filed as active; inconclusive = small, poorly fitted or top-dose-only effect, or effect the other way, or a change in a side signal; inactive = no such curve, though single readings can be large or run the other way; the % refers to the polarisation; note: potency is the fitted concentration of half-maximal effect
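Purified MLL-CXXC (added from a 7 uM solution) was preincubated 5 min at ambient with pinned compounds in 50 mM Tris-HCl pH 7.5, 50 mM NaCl, 1 mM DTT, 0.05% BSA. Fluorescein-labeled HOX-A9 DNA (50 nM solution) followed, 30 min, then polarization read.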
TCR activator: Activators of T cell receptors: qHTS campaign; AID 504894, 2011; primary human leukocytes, anti-CD3, IL-2 HTRF, 48 h; 330,000 tested, under 10 active; Potency, µM (titrated, usually from 9.22 µM), for the others: at the top dose activation of IL-2 secretion, actives largely listed as activators; note: % of control where 0% means no effect
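HTRF read-out of IL-2 secretion: europium cryptate donor excited at 320nm, d2 acceptor emission at 665nm. Cells were primary human leukocytes incubated 48 hr with compounds and a-CD3 beads, supplying TCR signal only.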
Giardia killer: Small Molecules that selectively kill Giardia lamblia: qHTS; hit rate 0.15% among 340,000; activity change, % at 7.66 µM, hits read low; Giardia lamblia trophozoite viability; in the data active = activity change below about -80%; inconclusive = between about -30% and that limit;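 note: parasites exposed to compound for two days anaerobically before the ATP read; % is set by controls: 0 for no effect and ±100 for the full control effect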
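Media and compound were dispensed first, then trophozoites at 100 cells/well; plates sat 48 hrs at 37 deg C without oxygen before ATP luminescence reagent was added and read after 15-30 min at room temperature.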
A-T KAP1 phos: qHTS Assay for Identifying a Potential Treatment of Ataxia-Telangiectasia; […] A-T fibroblasts, KAP-1 phosphorylation AlphaLISA; neocarzinostatin DNA damage 30 min before lysis; Potency, µM (doses to about 57.5 µM), for the others: top-dose activation, most hits filed as activators; hit rate 0.19% among 320,000; note: potency is the fitted concentration of half-maximal effect; % of control where 0% means no effect; nearly all actives have a fitted effect of over 45% in size
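ATM-like activity read as KAP-1 phosphorylation via AlphaLISA donor/acceptor antibody pairs after lysis and 6 hr at 25C. Cells were ATM-null patient fibroblasts ([…], hTERT), dosed 60 min, then exposed to the DSB inducer NCS for 30 min.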
FBPA coupling cs: qHTS Assay for Inhibitors of Fructose-1,6-bisphosphate Aldolase from Giardia Lamblia: Coupling assay counterscreen; hit rate 0.67% among 290,000; coupling enzyme system counterscreen, AmpLite Red fluorescence; AID 2472, 2010; activity change, negative = inhibition, % at 58.2 µM, hits read low; in the data active = activity change below about -30%; note: % is set by controls: 0 for no effect and ±100 for the full control effect
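Counterscreen of the coupled detection system alone, without aldolase: glyceraldehyde-3-phosphate coupling enzymes plus AmpLite Red readout. Compounds at 57.5 uM final, 10 min RT preincubation, 20 min RT reaction, fluorescence 525/598 nm.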
Starred values were filed as active, the others as inactive; ? = inconclusive; . = not tested or not shown; & = joins results of further samples; [ ] = dose if it differs, or a comment. Unless noted, calls come from the whole dose curve; as a rule, active = well fitted curve in the direction sought with a large enough effect; inconclusive = small, poorly fitted or top-dose-only effect, or another doubt; inactive = no such curve, though single readings can be large; an effect the other way counts as inactive or inconclusive.

SMILES	KCNH2 WT inh	TSHR antag	GALK inh	Tb PFK inh	BCR signal inh	MLL CXXC-DNA inh	TCR activator	Giardia killer	A-T KAP1 phos	FBPA coupling cs
Cc1ccc(NC(=O)CN2CCN(C(=O)c3ccco3)CC2)cc1	-1.4	1.7	1.0%	0.0%	-6.2%	35.2%[activator]	-4.1%	-11.7	-6.8%	-0.1
COCCCN1C(=O)C(=O)/C(=C(/O)c2ccc(S(=O)(=O)N3CCCCC3)cc2)C1c1ccc(OC)cc1 (configuration not stated)	-1.6	1.8	1.9%	0.0%	-1.7%	-3.7%	-0.1%	-7.9	0.1%	13.4
CC(C)Cn1nc(NC(=O)c2ccco2)c2cc3ccccc3nc21	6.3	-9.9	-2.8%	1.1%	?	-6.8%	-3.9%	20.1	24.9%	-2.2
CN(C)CCOCCOc1ccc(Cl)c2ccccc12	-6.5	5.5	0.7%	-2.7%	?	-3.6%	10.8%	-12.2	-0.1%	1.4
CN(C)C(=O)CN(c1ccc2c(c1)OCO2)S(C)(=O)=O	-11.0	-1.6	-0.6%	-8.3%	-2.4%	3.2%	-2.5%	-2.6	12.0%	-14.5
NC(N)=NS(=O)(=O)c1ccc(N)cc1	9.0	3.3	.	-7.1%	7.4%	-1.6%	-1.8%	18.1	-10.1%	-0.6&5.8&6.7
CN(C)c1nc(N(C)C)nc(N(C#N)CN2C(=O)c3ccccc3C2=O)n1	.	-2.0	-1.0%	-3.4%	0.1%	-4.2%	-1.0%[46.1 µM]	.	-1.2%	-0.2
COc1ccc(-c2csc3ncnc(N4CCN(c5ccccc5[N+](=O)[O-])CC4)c23)cc1	15.7	-14.8	-7.6%	3.2%	-0.3%	5.7%	-3.3%	16.0	-5.2%	-0.1
CC(=O)c1cccc(NC(=O)C2C3C=CC(C4CC34)C2C(=O)O)c1 (configuration not stated)	2.7	6.4	0.1%	2.0%	5.1%	-2.5%	4.1%	0.3	2.1%	0.0
COc1ccc(NC(=S)N(CCN(C)C)C(C)c2ccncc2)cc1Cl (configuration not stated)	-2.4	-0.9	1.2%	0.5%	-4.6%	-6.5%	4.9%	7.4	-4.5%	3.0
O=C(O)c1cccc([N+](=O)[O-])c1C(=O)Nc1cccc2ccccc12	-4.3	9.5	-6.1%	2.9%	-16.1%	-2.0%	-2.1%	21.1	27.8%	-13.2
COc1ccc(CNC(=O)c2cncc(Br)c2)cc1	4.9	-2.2	-1.3%	-13.3%	?	12.7%	-22.6%	-9.8	-2.7%	0.1
COc1ccc(CC(=O)N/N=C/c2cc([N+](=O)[O-])cc(Br)c2O)cc1	10.1	1.6	-4.1%	-2.4%	4.3%	8.3%	-0.1%	-5.4	-14.0%	8.7
C=C[C@@H]1c2ccccc2N(S(=O)(=O)c2ccc(C)cc2)[C@H](c2ccc(OC(C)=O)cc2)C1(C#N)C#N	-15.8	-30.2	.	0.5%	1.1%	.	1.6%	-7.5	13.9%	.
CCOCCn1c(COc2ccc(C)cc2)nc2ccccc21	3.6	0.2	.	0.0%	0.3%	9.0%	2.2%[46.1 µM]	8.9	4.2%	-3.0
Cc1ccc(NC(=O)CNc2ccc(OC(C)C)cc2)cc1	-23.0	4.1	0.4%	-11.6%	?	?	3.6%	17.1	-6.9%	-5.0
CCOC(=O)N1CCc2c(sc3c2C(=O)NC(c2ccccc2)N3)C1 (configuration not stated)	-0.2	7.3	-1.0%	4.0%	0.2%	-5.1%	2.4%	10.6	-2.5%	-29.6
COc1ccccc1C(C(=O)NCc1ccccc1)N(C(=O)c1csnn1)C1CC1 (configuration not stated)	-8.2	6.1	0.0%	1.5%	0.1%	6.5%	2.4%	-12.9	3.9%	1.1
O=C(COC(=O)C1CC1)Nc1ccccc1Sc1ccccc1	-3.7	-3.4	0.9%	-5.4%	-4.8%	-6.0%	-4.6%[46.1 µM]	18.6	4.2%	0.4
O=C(O)c1cccnc1SC1CC(=O)N(c2cccc3ccccc23)C1=O (configuration not stated)	.	6.7	-1.0%	12.0%	-1.5%	28.1%	.	.	-13.2%	3.6
COc1ccccc1/C=C/C=N/NC(=O)c1cc(-c2ccc(C)o2)[nH]n1	-5.8	-6.2	-1.6%	26.5%	?	10.3%	0.4%	-10.8	-6.1%	1.3
c1ccc(C(c2ccccc2)N2CCN(c3nc4ccccc4n4cnnc34)CC2)cc1	-12.9	-5.8	0.9%	10.7%	19.7%	-2.3%	-19.5%	14.5	-4.1%	-8.6
COc1ccc(CCNC(=O)Cc2ccc3c(c2)OCO3)cc1OC	2.5	4.6	.	-2.8%	0.9%	-0.4%	3.9%[46.1 µM]	43.5[activator]	-1.5%	0.0
Cc1ccc(C(=O)C(C)OC(=O)Cc2c[nH]c3ccccc23)cc1 (configuration not stated)	-9.3	-2.3	.	-6.0%	12.7%	.	3.9%	-1.8	7.0%	.
C[C@H]1CN([C@@H](C)CO)C(=O)Cc2cc(NC(=O)CCC(F)(F)F)ccc2O[C@H]1CN(C)Cc1ccc(C(F)(F)F)cc1	3.3	5.4	.	0.0%	0.1%	.	-1.9%	5.7	-0.7%	.
CCOC(=O)/C=C/C(=O)Nc1ccc(S(=O)(=O)N(C)c2ccccc2)cc1	6.7	-16.5	-1.0%	-5.7%	?	6.9%	-0.3%	-17.9	4.7%	-2.7
CCCN1/C(=C(/C#N)C2=NS(=O)(=O)c3ccccc32)N(C)c2ccccc21	-17.0	1.4	6.4%	2.4%	2.3%	2.8%	2.1%	0.1	2.0%	0.8
COc1ccc(CNC(=O)Cn2cc3c(n2)CCCCC3)cc1	-7.0	4.3	0.1%	-1.0%	-0.3%	11.0%	-7.1%	-5.7	22.1%	1.9
c1cc(-c2nnc3n2CCCCC3)ccn1	-20.6	-5.0	7.1%	3.6%	0.3%	8.5%	0.0%	12.0	3.6%	-1.0
CCN(CC)c1ccc(C(=O)N/N=C(\C)c2ccc(OC)c(OC)c2)cc1	0.7	14.7	-0.8%	-3.4%	-11.7%	-1.1%	5.0%[46.1 µM]	-16.8	-2.1%	2.0
COc1cc(C)c(CNc2cc(C)cc(C)c2)cc1C	5.7	-16.9	1.1%	4.2%	15.5%	4.0%	-0.9%	1.4	1.5%	-0.3
Cc1ccc(NS(=O)(=O)c2c(C)[nH]c(=O)[nH]c2=O)c(C)c1	-8.1	23.3	4.0%	-22.1%	1.6%	-9.7%	3.9%	-17.2	20.4%	-3.2
O=C1N/C(=N/c2ccccn2)SC1Cc1ccccc1 (configuration not stated)	0.3	10.2	1.3%	-1.0%	?	-6.2%	-0.4%	-7.8	-7.6%	2.7
CS(=O)(=O)N1N=C(c2ccco2)CC1c1ccco1 (configuration not stated)	-11.6	15.6	-5.2%	-10.5%	-1.7%	3.6%	4.7%	21.8	-3.4%	-1.0
CSc1cccc(NC(=O)/C=C/c2ccco2)c1	-2.3	-2.5	3.1%	-5.0%	?	-1.3%	-0.3%	-21.9	0.7%	-5.9
COCCNC(=O)C(c1ccc(C)cc1)N(C(=O)CCC(=O)Nc1ccccn1)c1ccccc1C (configuration not stated)	-8.4	11.3	6.4%	-0.6%	11.9%	3.7%	-1.6%	12.1	-3.5%	0.3
COc1cc(NC(=O)CSc2nnc3ccccn23)cc(OC)c1	1.2	6.3	.	-8.0%	-2.5%	.	-3.6%	29.8	2.6%	.
CCOc1ccc(CCNC(=O)CN2C(=O)NC3(CCCc4ccccc43)C2=O)cc1OCC (configuration not stated)	-0.4	-3.8	.	0.0%	-2.0%	.	-4.0%	12.5	-3.2%	.
Cc1cnc(C(=O)OCC(=O)NC(=O)c2ccccc2)cn1	-5.5	-5.8	.	-5.7%	2.6%	.	0.1%	-1.8	-3.7%	.
CCC(=O)N(Cc1ccco1)c1nc(-c2ccc(OC)cc2)cs1	10.5	-4.1	0.8%	1.2%	?	1.1%	2.4%[46.1 µM]	-4.1	.	1.0
Nc1cnc(Nc2ccc(Br)cc2)nc1N	0.9	-8.7	0.9%	1.1%	?	-0.1%	0.9%	-18.3	-4.0%	4.2
